From PubChem
PTHR1 ag – agonists of human PTHR1 parathyroid hormone receptor; HEK293 GP2 PTHR1 cells, GloSensor cAMP luminescence, 1 h; Potency, µM (series often up to 115 µM), without a hit: at the highest dose activation, hits mostly activators; hit rate 0.075% among 410,000; also: nearly all actives have a fitted effect of over 55% in size; some results filed as inactive show a strong effect at the top dose; inactives centre near -15; many of its hits are not listed in these tables
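HEK-293-derived GP2 cells expressing PTHR1 and a GloSensor cAMP reporter, 3,000/well, plated overnight, given luciferin plus IBMX (each 0.5 mM as added) for 1 h at 37 °C, then compound for 1 h at 37 °C. Luminescence was read after 15 min at room temperature.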
aSyn rescue – inhibitors of alpha-synuclein toxicity in yeast. Yeast expressing alpha-synuclein, growth rescue, BacTiter-Glo, 24 h. Potency, µM (titrated, usually from 46.1 µM), inactives show at the top dose growth rescue (activation), hits mostly activators. AID 652106. hit rate 0.14% among 370,000; also: % of control where 0% means no effect; nearly all actives have a fitted effect of over 65% in size
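Rescue of yeast growth: cells expressing toxic alpha-synuclein, induced in galactose at OD600 0.02, incubated with compound 24 h at 30 C. ATP luminescence quantified growth; inhibitors of toxicity appear as activators.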
EPAC1 ag – activates human EPAC1 exchange factor; O95398; EPAC1 agonist qHTS, biochemical assay; response scale: 100% = response to 6.5 mM cAMP; Potency, µM (doses to about 154 µM), without a hit: top-dose activation, hits mostly activators; hit rate 0.073% among 360,000; also: nearly all actives have a fitted effect of over 60% in size
Target sequence (O95398 whole entry, looked up): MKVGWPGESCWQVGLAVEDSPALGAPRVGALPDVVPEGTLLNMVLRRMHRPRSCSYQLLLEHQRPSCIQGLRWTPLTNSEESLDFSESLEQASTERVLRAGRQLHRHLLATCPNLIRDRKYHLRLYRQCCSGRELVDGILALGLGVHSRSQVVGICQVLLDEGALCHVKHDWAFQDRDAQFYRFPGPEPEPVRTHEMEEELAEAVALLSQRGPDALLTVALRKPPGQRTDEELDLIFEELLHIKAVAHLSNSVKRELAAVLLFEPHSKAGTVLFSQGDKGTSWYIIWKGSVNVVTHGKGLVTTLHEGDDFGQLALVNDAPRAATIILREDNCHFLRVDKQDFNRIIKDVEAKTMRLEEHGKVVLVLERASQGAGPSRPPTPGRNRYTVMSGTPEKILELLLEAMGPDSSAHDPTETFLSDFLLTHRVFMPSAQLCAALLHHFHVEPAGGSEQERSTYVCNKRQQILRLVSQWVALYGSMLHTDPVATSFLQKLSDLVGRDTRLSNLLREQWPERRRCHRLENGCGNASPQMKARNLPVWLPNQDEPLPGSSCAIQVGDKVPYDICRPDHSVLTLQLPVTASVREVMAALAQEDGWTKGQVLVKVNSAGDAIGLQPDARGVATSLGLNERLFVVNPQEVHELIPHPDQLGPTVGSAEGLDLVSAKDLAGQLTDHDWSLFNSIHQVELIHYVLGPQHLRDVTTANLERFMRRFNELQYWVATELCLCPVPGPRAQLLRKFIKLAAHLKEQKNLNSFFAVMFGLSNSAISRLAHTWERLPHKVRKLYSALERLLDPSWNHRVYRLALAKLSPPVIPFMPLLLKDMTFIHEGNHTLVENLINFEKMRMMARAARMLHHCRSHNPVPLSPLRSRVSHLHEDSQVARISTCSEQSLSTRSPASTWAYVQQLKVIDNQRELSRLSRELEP
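Nucleotide exchange by EPAC1 (100 nM) on Rap1B–BODIPY-GDP (250 nM) in the presence of 50 uM GDP is tracked fluorescently at 480/540 nm over 30 min. Signals are normalized to a 6.5 mM cAMP control.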
FUS yeast rescue – rescues growth of FUS-expressing yeast. S. cerevisiae FUS-expressing, growth rescue, OD600, 24 h. Potency, µM (series often up to 76.6 µM), for the others: top-dose growth rescue (activation), hits mostly activators. hit rate 0.24% among 390,000;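 also: plate controls were DMSO vehicle for no effect and reference control for full effect; nearly all actives have a fitted effect of over 55% in size; some results filed as inactive show a strong effect at the top dose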
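Compound concentration series was pinned onto galactose-induced FUS-expressing yeast seeded at OD 0.005. Plates sat 24hr at 30C; absorbance at 600 nm gave growth. DMSO served as background control.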
TDP-43 yeast inh – TDP-43 toxicity inhibition in yeast. Potency, µM (titrated, usually from 46.1 µM), for the others: at the top dose growth rescue (activation), actives largely listed as activators. TDP-43 expressing yeast growth rescue, BacTiter-Glo, 24 h. hit rate 1.8% among 410,000; also: % of control where 0% means no effect; nearly all actives have a fitted effect of over 50% in size
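Luminescence from BacTiter-Glo reports growth of TDP-43-expressing yeast after 24 hr at 30 deg C with compound. Cells were raffinose-pregrown to mid-log, then seeded in galactose medium at OD600=0.02.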
EPAC2 ag – EPAC2 (human) agonism | EPAC2 activation, biochemical qHTS; response scale: 100% = 6.5 mM cAMP response | Potency, µM (titrated, usually from 154 µM), inactives show top-dose activation, actives largely listed as activators | hit rate 0.079% among 360,000; also: nearly all actives have a fitted effect of over 50% in size
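Compounds were added across a concentration range to EPAC2 (100 nM), RAP1B-BODIPY-GDP (250 nM) and GDP (50 uM). After 5 min at room temperature, fluorescence was recorded at 5-min intervals for 30 min.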
EPAC2 antagonist – antagonists of human EPAC2 | hit rate 0.18% among 360,000 | EPAC2 GEF exchange of Rap1B-BODIPY-GDP, fluorescence | Potency, µM (highest dose often 114 µM), inactives show at the highest dose activity, negative = inhibition, most hits filed as inhibitors; also: % is scaled to controls: 0 for no effect and ±100 for the full control effect; nearly all actives have a fitted effect of over 45% in size; many of its hits are not listed in these tables
EPAC1 antag – blocks human EPAC1 exchange factor; hit rate 0.14% among 360,000; Potency, µM (highest dose often 115 µM), for inactives: at the highest dose activity change, negative = inhibition, hits mostly inhibitors; EPAC1 GEF assay, Rap1b-BODIPY-GDP exchange fluorescence; O95398; AID 720709;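 also: plate controls were vehicle for no effect and positive control for full effect; nearly all actives have a fitted effect of over 50% in size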
* = called active by the depositor; i = inactive; ? = inconclusive; . = not tested or not shown; [ ] = remark or other dose. Calls follow the shape of the dose curve; as a rule, active = well fitted curve in the direction sought with a large enough effect; inconclusive = small, poorly fitted or top-dose-only effect, or another doubt; inactive = no such curve, though single readings can be large; an effect the other way counts as inactive or inconclusive. Potency is read from the fitted curve at half-maximal effect. These rows are one share of the data; rates above refer to the full screens.

Molecule | EPAC2 antagonist | EPAC1 antag | EPAC2 ag | PTHR1 ag | EPAC1 ag | TDP-43 yeast inh | FUS yeast rescue | aSyn rescue
COc1ccc(/C(O)=C2/C(=O)C(=O)N(CCCC(=O)O)C2c2ccc(OC)c(OC)c2)cc1 (configuration not stated) | -2% | -27% | -4% | i | 12% | 5% | 10% | 3%
CCC(C(=O)NCCCN1CCCC1=O)n1c2ccccc2c2nc(=O)cc(C)n21 (configuration not stated) | 8% | 4% | 4% | i | -5% | 13% | 4% | -1%
CCCNC(=O)c1ccc(N2CCC3(CC2)CC(c2cccc(Br)c2)=NO3)c(NC(=O)c2c(Cl)cccc2Cl)c1 | 28% | 3% | -4% | i | -1% | -6% | ? | 0%
OC(CNCC(c1ccc(Cl)cc1Cl)c1c[nH]c2ccccc12)c1ccccc1 (configuration not stated) | -14% | -13% | 10% | i | 2% | -14% | 41% | -9%
CC(C)[C@H](NC(=O)c1c(F)cccc1F)C(=O)OCC(=O)NC(=O)NC1CCCC1 | 8% | 8% | -13% | -88%[inhibitor] | -7% | -21% | . | 1%
CC1=CC(=O)C(C(C)C)=C/C1=N/OC(=O)c1cccc([N+](=O)[O-])c1 | 4% | 0% | -3% | i | -6% | -2% | -30% | 30%
COc1ccc(C(=O)Cn2nnc(-c3ccccc3NC(=O)c3ccco3)n2)cc1 | -5% | -7% | 7% | i | 0% | 8% | 22% | 3%
O=C(Cn1cnc2ccccc2c1=O)N/N=C/c1ccc(Br)cc1 | 3% | -12% | 2% | i | 3% | -11%[1.82 µM] | 8% | -5%
CCN(C[C@H]1N[C@@](Cc2ccccc2)(C(=O)OC)[C@H]2C(=O)N(Cc3ccccc3)C(=O)[C@@H]12)C(=O)Nc1ccc(C)cc1 | -6% | -1% | 0% | i | -7% | 23% | 14% | 10%
Cc1cccc(C(=O)OCC(=O)Nc2ccc(F)cc2)c1 | -1% | ? | 7% | -7% | 8% | 4% | 17% | 0%
COC(=O)C1=C(C)NC2=C(C(=O)CC(C)(C)C2)C1c1ccccn1 (configuration not stated) | -2% | 2% | 12% | -12%[57.5 µM] | 6% | -5% | -2% | -13%
Cn1c(O)c(N=NC(=S)Nc2ccccc2F)c2cc(S(=O)(=O)N3CCOCC3)ccc21 | 2% | 0% | -2% | i | -9% | -1% | -3% | -4%
O=C1OC(c2ccccc2)=NC12CC2c1ccc(Cl)cc1 (configuration not stated) | -9% | ? | 15% | -61%[inhibitor] | 5% | ? | . | -17%
COC(=O)c1ccc(Cn2cnc3ccccc3c2=O)cc1 | 0%[57.1 µM] | -6% | 8% | -15%[57.5 µM] | 6% | ? | 6% | 8%
CC1CCN(C(=O)c2ccc(S(=O)(=O)Cc3ccccc3F)c([N+](=O)[O-])c2)CC1 | 0% | -12% | 0% | -28% | 0% | 15% | . | 0%
COc1ccc(C(=O)c2coc3ccc(OC(C)=O)cc23)cc1 | -19% | ? | 25% | -35%[inhibitor] | 8% | 13µM* | 27% | -13%
COc1cc(C(=O)NN=Cc2ccc(N(C)C)cc2)cc(OC)c1OC | -5% | 7% | 1% | -9% | 12% | 15% | -26% | 1%
CN(C)C(=S)Nc1nc2ccccc2s1 | -22% | 0% | -5% | -47%[inhibitor] | -14% | -8% | -16% | -16%
CNC(=O)CSc1n[nH]c(-c2cc(Cl)ccc2OC)n1 | 6% | 1% | -4% | i | -5% | 13% | 3% | 9%
CCc1cc(OCCN2C(=O)NC(C)(C)C2=O)ccc1Cl | 2% | 7% | 1% | -19% | -1% | 17% | -1% | .
Cc1ccc(N2CCOCC2)c2c1C(=O)c1ccccc1C2=O | -7% | -20% | 11% | i | -1% | ? | . | 1%
O=C1CCCN1S(=O)(=O)c1ccc(F)cc1 | 7% | 5% | -4% | -16% | -1% | 19% | 17% | 4%
COCCNC(=O)C1(C)CCCN(Cc2ccc(Cl)c(Cl)c2)C1 (configuration not stated) | -18% | -13% | 11% | i | -3% | 12% | -19% | -2%
Cc1ccccc1C(=O)Nc1ccccc1C(=O)N1CCC(C)CC1 | 7% | -7% | 15% | i | 14% | -1% | 2% | 1%
CCOC(=O)c1[nH]c2c(c1-c1ccccc1)C(=O)CC(c1ccc(OC)c(OC)c1)C2 (configuration not stated) | -24% | -12% | 13% | -44%[inhibitor] | 4% | 0% | 7% | -1%
O=C(CSc1nc2[nH]ncc2c(=O)n1-c1ccccc1)N1CCCc2ccccc21 | 1% | -4% | 6% | ? | 11% | -24% | 42% | 0%
COc1ccc(CNC(=O)CSc2nnc(Cn3nnc4ccccc43)n2C)cc1 | 21% | 7% | 3% | i | -1% | -11% | 21% | -4%
O=C(NCc1cccs1)C1CCCN1C(=O)Nc1ccccc1[N+](=O)[O-] (configuration not stated) | ? | 6% | 10% | -16% | 7% | -5% | 1% | 1%
CC(=O)N1c2ccc(S(=O)(=O)N3CCC(C(=O)Nc4cccc(F)c4)CC3)cc2CC1C (configuration not stated) | 6% | -10% | 3% | -38%[inhibitor] | -6% | 6% | 6% | 2%
O=C(COC(=O)CC1CC2CCC1C2)Nc1c(F)cccc1F (configuration not stated) | -9% | -19% | 5% | -15% | -11% | -45%[inhibitor] | 5% | -2%
O=C(N=C1SC2CS(=O)(=O)CC2N1Cc1ccccc1Cl)C1CCCO1 (configuration not stated) | -11% | -10% | 9% | -1% | 6% | 0% | -13% | 1%
Cc1c(OCC(=O)NCc2ccncc2)ccc2c3c(c(=O)oc12)CCCC3 | 13% | 15% | 3% | -17% | 10% | 9% | -1% | -2%
O=C(c1cc([N+](=O)[O-])ccc1N1CCOCC1)N1CCCC1 | 3% | 7% | 10% | i | 7% | 5% | 1% | 2%
Cc1ccc(N2C(=O)C3C(c4ccccc4)(C2=O)C3(c2ccccc2)c2ccccc2)cc1 (configuration not stated) | 0% | -3% | 10% | -3%[57.5 µM] | 6% | 12% | 13% | 2%
COc1ccc(-c2coc3c(C(=O)NCc4ccc(C(F)(F)F)cc4)cccc23)c(C)c1 | 10% | -3% | 12% | -37%[inhibitor] | -1% | 21% | -16% | 4%
O=C(NNC(=O)c1ccc(Cl)c(Cl)c1)c1cccnc1 | 6% | 5% | 4% | i | -2% | 13% | 19% | -2%
CCN(CC)c1nc2cc(OC)ccc2cc1C#N | ? | -10% | 26% | -26% | 10% | -27% | -1% | ?
COc1cccc2cc(C(=O)Nc3cc(Cl)ccc3N3CCOCC3)c(=O)oc12 | 13% | -2% | 5% | i | 2% | -5% | 3% | -7%
COc1ccc(NC(c2ccccc2)c2ccncc2)cc1 (configuration not stated) | -11% | -6% | 9% | -11% | -2% | -8% | 5% | 1%
CCN1C(=O)C(CC(=O)Nc2ccc(F)cc2)N(CCc2ccc(OC)cc2)C1=S (configuration not stated) | -16% | ? | 20% | -21% | 2% | -8% | 17% | 12%
Oc1c(Br)cc(/C=N/Nc2ccc(Cl)nn2)cc1Br | -7% | 25µM* | -2% | i | -4% | ? | 8% | -49%[inhibitor]
COc1ccc(CNC(=O)CSc2nc(-c3ccccc3)cc(-c3cccs3)c2C#N)cc1 | 8% | -12% | 4% | 8%[57.5 µM] | 9% | 7% | 37% | -2%
Cc1nn(S(=O)(=O)c2cccc([N+](=O)[O-])c2)c(C)c1Br | -5% | 10% | 1% | -7% | 15% | 47% | -4% | 1%
Cc1ccccc1Cn1c(-c2cncs2)nc2ccccc21 | 0% | -1% | -4% | i | -9% | 25% | 11% | -12%
O=C(NCc1cccnc1)C(=O)NCC(c1ccco1)N1CCN(c2ccccc2F)CC1 (configuration not stated) | 0% | 2% | -8% | -10% | 8% | -11% | 5% | -4%
CC#CC(=O)N1CCCC(C(=O)c2ccc(SC)cc2)C1 (configuration not stated) | -14% | -8% | 4% | -13% | 3% | 0% | 0% | 6%
CCOC(=O)c1sc(NC(=O)CSc2nnnn2-c2ccc(C)c(C)c2)nc1C | -21%[57.1 µM] | -19% | -20% | -8%[57.5 µM] | -6% | -4% | 15% | -7%
O=S(c1cc(Cl)cc(Cl)c1O)c1cc(Cl)cc(Cl)c1O | 38µM* | 40µM* | -7% | -44%[inhibitor] | -5% | -92%[inhibitor] | 6% | -78%[inhibitor]
COc1cccc(Nc2nc3ccc(OC)cc3s2)c1 | -9% | 2% | 8% | -16% | 13% | ? | 16% | -16%
CCCCNC(=O)N1CCCC(C(=O)c2cc(C)c(OC)c(C)c2)C1 (configuration not stated) | -4% | 4% | 5% | -15% | -3% | 21% | 26% | 0%

(more compounds)
Molecule | EPAC2 antagonist | EPAC1 antag | EPAC2 ag | PTHR1 ag | EPAC1 ag | TDP-43 yeast inh | FUS yeast rescue | aSyn rescue
COc1ccc(C)cc1S(=O)(=O)Nc1ccncc1 | 2% | -1% | -4% | i | -2% | 6% | -16% | 0%
O=C(NCC1CCCO1)c1ccc(Br)s1 (configuration not stated) | 1% | 8% | 4% | i | -9% | 29% | 1% | -1%
Cc1cccc(OCc2nnc(SCC(=O)Nc3sc(C)c(C)c3C#N)n2C)c1 | 4% | -1% | 2% | -35%[inhibitor][57.5 µM] | -3% | 2% | 53% | 5%
O=C1C2C3C=CC(C3)C2C(=O)N1c1cccnc1 (configuration not stated) | -2% | 2% | 2% | -6%[57.5 µM] | 8% | -2% | -26% | -6%
O=c1cc(N2CCOCC2)[nH]c(=O)n1Cc1ccc(F)cc1 | 1% | 0% | 3% | i | 1% | 4% | -15% | -2%
O=C1SCCN1N=Cc1ccc([N+](=O)[O-])o1 | 4% | 9% | 11% | -3% | -1% | ? | -9% | 26%
COc1ccc(C(=O)N2CC3(CC(c4cccc(NC(=O)CC(c5ccccc5)c5ccccc5)c4)=NO3)C[C@H]2C(N)=O)cc1 (some centres not stated) | 4% | -9% | -2% | -4% | 8% | 1% | ? | 4%
Cc1ccc([C@H]2C[C@@H](n3cc(COC(=O)c4ccccc4)nn3)[C@H](O)CN2C(=O)C2CCCCC2)cc1 | 2% | -9% | 13% | 0% | 1% | 22% | ? | 1%
COc1cccc(N2CCN(S(=O)(=O)c3ccc4nc(-c5ccccc5)[nH]c4c3)CC2)c1 | 0% | -7% | 12% | -14% | 23% | 18% | -23% | -4%

Single records, as listed above.
`O=C(CSc1nc2[nH]ncc2c(=O)n1-c1ccccc1)N1CCCc2ccccc21` is listed with EPAC2 antagonist = 1%; EPAC1 antag = -4%; EPAC2 ag = 6%; PTHR1 ag = ?; EPAC1 ag = 11%; TDP-43 yeast inh = -24%; FUS yeast rescue = 42%; aSyn rescue = 0%
`CCN1C(=O)C(CC(=O)Nc2ccc(F)cc2)N(CCc2ccc(OC)cc2)C1=S` (configuration not stated) is listed with EPAC2 antagonist = -16%; EPAC1 antag = ?; EPAC2 ag = 20%; PTHR1 ag = -21%; EPAC1 ag = 2%; TDP-43 yeast inh = -8%; FUS yeast rescue = 17%; aSyn rescue = 12%
